PriA SSB inh = inhibitors of Klebsiella pneumoniae PriA binding to SSB C-terminal tail, primary screen, biochemical, AlphaScreen | 0.6% of 430,000 active | inhibition, % at 33 µM | PriA–SSB C-terminal tail interaction (Klebsiella pneumoniae) | AlphaScreen SSBct-PriA binding, biotinylated peptide; in the data active = inhibition mostly above about 37%, no sharp cut-off; inactive = mostly below about 20%;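 also: plate controls were negative control peptide for no effect and reference peptide for full effect; strong numbers were not always called active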
Starred values were filed as active, the others as inactive; i = inactive; & = joins results of further samples. The list is partial; count on the stated rates, not on these rows.

entry	SMILES	PriA SSB inh
1	COc1ccccc1CC(N)=NOC(=O)COc1cccc(C)c1	-96
2	CNS(=O)(=O)c1ccc2nc(NC(=O)c3ccco3)sc2c1	-4&-3
3	CCn1c(C2CCN(C(=O)Cn3ccc4ccccc43)CC2)nn(CCOC)c1=O	4
4	Cc1nc(-c2cccs2)c(CCC(=O)N2CCN(c3cccc(C)c3C)CC2)s1	0
5	Cc1nc(-c2ccccc2Cl)sc1CNC(=O)CCn1ccc(=O)[nH]c1=O	-22
6	O=C(O)c1ccc(S(=O)(=O)N2CCNCC2)cc1	-4
7	Cc1cc2ncc(NC(=O)C3c4ccccc4Oc4ccccc43)cn2n1	-15
8	COc1ccc(C)cc1S(=O)(=O)Nc1ccc(Nc2cc(-n3cccn3)nc(C)n2)cc1	-22
9	CCS(=O)(=O)c1cccc(C(=O)Nc2nccs2)c1	-9
10	COC(CN)c1ccccc1C (stereo unspecified)	-22
11	Cc1nc2ccccn2c1C(=O)N1CCCC(Cc2nc(C3CC3)no2)C1 (stereo unspecified)	-4
12	COc1ccccc1CNC(=O)c1sc(=S)n(-c2cc(Cl)ccc2OC)c1N	24
13	Cc1cc(N(C)C)nc(NCCNC(=O)c2ncccn2)n1	-8
14	COc1ccc(Cl)cc1NC(=O)Cn1nc2ccc(Sc3ccccc3)nn2c1=O	-15
15	CCOc1cccc2sc(=NC(=O)c3cc(C)n(CC)n3)n(C)c12	-2
16	Cc1noc(C)c1C(=O)N1CC(S(=O)(=O)Cc2ccco2)C1	-4
17	Cc1cccc(OC2CCNCC2)n1	8
18	CCC(=NNC(=S)Nc1cccc(C)c1)c1ccccc1	-1
19	O=C(c1cccs1)N(CCc1cccs1)C1CCOCC1	26
20	COC(=O)C(C)Sc1ccc2nnc(CCNC(=O)c3ccccc3)n2n1 (stereo unspecified)	-4
21	Cc1[nH]c(=O)[nH]c(=O)c1CCC(=O)O	17
22	CS(=O)(=O)c1cccc(S(=O)(=O)N2CCC(Cc3ccccc3)CC2)c1	-24
23	Cn1cc(C(=O)N2CCOCC2)cc(NC(=O)c2ccc(Cl)cc2)c1=O	-2
24	O=C(Cc1ccc(F)cc1)NCCOc1ccc(-c2ccco2)nn1	-10
25	Cc1nc(N2CCOCC2)nc(C)c1NC(=O)Nc1ccc(F)c(Cl)c1	-13
26	O=C(NN=Cc1coc2ccc(Cl)cc2c1=O)c1cc(O)cc(O)c1	-14
27	CN(CC1Cc2ccccc2CO1)C(=O)CCS(=O)(=O)c1ccccc1 (stereo unspecified)	-9
28	O=C(CC1CCCCC1)NCCCS(=O)(=O)N1CCN(c2ncccn2)CC1	1
29	Cc1noc(-c2sccc2NC(=O)Cc2ccc(S(=O)(=O)C(C)C)cc2)n1	9
30	COc1cccc(NC(=O)CSc2nc(CC(=O)NCc3ccccc3)cc(=O)[nH]2)c1	-21
31	O=C(Nc1nc(-c2ccccn2)cs1)c1c[n+]2cccnc2[nH]1	99*
32	Cn1c(NC(=O)Cc2ccccc2)cc(=O)n(C)c1=O	3
33	O=C(c1ccc(F)c(F)c1)N1CCCC(c2nnc(-c3ccc4c(c3)OCO4)o2)C1 (stereo unspecified)	-10
34	CCc1cc(=O)[nH]c(-n2ncc(C(=O)O)c2C)n1	-7&-1
35	CCS(=O)(=O)N1CCC[C@H](Cc2nc(-c3ccccc3C)no2)C1	-18
36	Cc1cccc(NC(=O)C2CN(S(=O)(=O)C3CC3)C2)n1	-26
37	CCc1cccc(-n2ccn(Cc3ccccc3F)c(=O)c2=O)c1	16
38	O=C(CCCS(=O)(=O)Cc1ccccc1)Nc1ccc(-c2nc3ccccc3[nH]2)cc1	-4
39	CC(CC(=O)Nc1cc(C)ccn1)=NNC(=O)c1ccccc1C	-22
40	Cn1cccc(C(=O)Nc2ccsc2-c2nc(C3CC3)no2)c1=O	-12
41	CC(C)(C)OC(=O)N1CCCC(C(=O)Nc2cnn(CC3COc4ccccc4O3)c2)C1 (stereo unspecified)	-3
42	COc1ccc2sc(N(CCCN3CCOCC3)C(=O)c3cc(C)oc3C)nc2c1	10
43	COc1cccc(-n2c(SCC(=O)Nc3nc4ccc(C)cc4s3)nc3c(c2=O)SCC3)c1	21
44	O=C(CCCN1C(=O)/C(=C/c2ccc3c(c2)OCO3)SC1=S)N(CCO)Cc1ccccc1	12
45	COc1ccc(C2=NN(C(=O)CSc3nnc(CNC(=O)c4cccc(C)c4)n3-c3ccccc3)C(c3cccc(OC)c3OC)C2)cc1 (stereo unspecified)	3&18
46	O=C(CCS(=O)(=O)c1ccccc1)Nc1ccc(Cl)cc1	-13&3
47	O=C(NCCCn1ncccc1=O)C1CN(S(=O)(=O)C2CC2)C1	-4
48	CC[C@@](CNS(=O)(=O)c1cccc(C(C)=O)c1)(OC)c1ccccc1	-1
49	O=C(COc1ccc(Cl)cc1)NCCc1ccoc1	-1
50	O=C(Cc1cc(-c2cccs2)on1)Nc1nccs1	-13&5

Continued:
entry	SMILES	PriA SSB inh
51	Cc1ccc(S(=O)(=O)N=C(CCl)N2CCOCC2)cc1	-3
52	Cc1cccc(-n2c(SCC#N)nc3c(-c4ccccc4)c[nH]c3c2=O)c1	-12
53	COc1ccc(OC)c(C=NNC(=O)c2ccncc2)c1	-7
54	O=C(Nc1ccc(C(F)(F)F)cc1)C(=O)N1CCN(c2cccc(Cl)c2)CC1	-12&2
55	Cn1nc(CNS(=O)(=O)/C=C/c2ccccc2)cc1-c1cccs1	1
56	O=C(NN=C1C2CN3CCN(C2)CC1(c1ccccc1)C3)c1ccc(F)cc1	-5
57	Cc1cc(C)n2nc(C(=O)N3CCC(Cc4n[nH]c(=O)n4-c4ccccc4C)CC3)nc2n1	-8
58	O=C(CN1CCN(Cc2ccc(Cl)cc2)CC1)NN=C/C=C/c1ccccc1[N+](=O)[O-]	19
59	O=C(CSc1nc2ccccc2[nH]1)Nc1nccs1	2
60	COCCN1CCCc2ccc(NS(=O)(=O)c3ccc(F)cc3C)cc21	24
61	CC(CN)N1CCCC1 (stereo unspecified)	1
62	O=C(c1ccccc1Br)N1CC(n2cc(-c3ccccc3)nn2)C1	-1
63	CCC(CC)C(=O)NCCn1nc(-c2ccco2)ccc1=O	-8
64	Cc1cn2c(=O)c(C(=O)N3CCN(C(c4ccccc4)c4ccccc4)CC3)cnc2s1	-5
65	CC(C)(C)NC(=O)Cn1nc(-c2cccs2)c2sc(N3CCOCC3)nc2c1=O	1
66	Cc1ccc(Cl)cc1N1CCN(C(=O)CCc2csc(NC(=O)NC3CCCCC3)n2)CC1	5
67	O=C(CCc1c[nH]c2ccccc12)NN=Cc1ccc2c(c1)OCO2	7
68	Cc1cc(=O)n2c(-c3cccc(NC(=O)c4ccc(Br)o4)c3)csc2n1	-12&8
69	Cc1ccc(NC(=O)COc2ccc(Cl)cc2Cl)cc1N1CCCCC1=O	-10
70	CCn1nccc1C(=O)N(Cc1cccnc1)c1nc2c(C)ccc(Cl)c2s1	-14&16
71	COc1ccc(OC)c(COCC(O)Cn2cnc3ccccc32)c1 (stereo unspecified)	12
72	Cc1cc(C(=O)N2CCCC(Cc3nc(-c4ccsc4)no3)C2)c(C)o1 (stereo unspecified)	-1
73	CCOc1c(C)cc(S(=O)(=O)Nc2ccc3c(c2)N(C(=O)C(C)(C)C)CC3)cc1C	-7&0
74	COc1cccc(-c2csc(-n3nc(C)cc3NC(=O)/C=C/c3ccc4c(c3)OCO4)n2)c1	1
75	CSCCC(NC(=O)c1ccccc1)C(=O)NN=C(C)Cc1ccccc1 (stereo unspecified)	3
76	Cc1ccccc1COc1cn(CC(=O)Nc2ccccc2C(F)(F)F)c(CO)cc1=O	-3&1
77	COc1cccc(CSc2nc(C)c(CC(=O)N3CCN(C(=O)c4ccco4)CC3)c(=O)[nH]2)c1	-13&6
78	COc1ccccc1-c1nnc(C2CCN(C(=O)Nc3cccs3)CC2)s1	-1
79	Cc1cc(NC(=O)CSc2cn(Cc3ccccc3Cl)c3ccccc23)no1	-15
80	CN1C(=O)CCc2cc(NC(=O)COc3ccccc3F)ccc21	-4
81	CCN1C(SCC(=O)NCc2ccccc2Cl)=NS(=O)(=O)c2ccccc21	-11
82	COc1ccc(C=NNC(=O)c2cccnc2)cc1CN1CCc2cc(OC)c(OC)cc2C1C (stereo unspecified)	6
83	COc1ccc2ncc3c(-c4ccccc4)c(C(=O)NCCN4CCOCC4)sc3c2c1	-6&-4
84	CC(C)CNC(=O)c1c(N)n(N=Cc2ccccn2)c2nc3ccccc3nc12	-7
85	COc1ccc2c(c1)C(=NOC(=O)c1cccs1)CCC2	-35
86	O=c1c2nnc(-c3ccc([N+](=O)[O-])cc3)n2ccn1-c1ccc(F)c(F)c1	-5
87	O=S(=O)(c1ccc(F)cc1)[C@H]1CCCN(S(=O)(=O)CCc2ccccc2)C1	-10
88	CCCc1cc(=O)n(CC(=O)Nc2cccc(C)c2C)cn1	0
89	O=C(NN=Cc1ccc(OC(F)F)cc1OC(F)F)c1ccc(Br)cc1	-9
90	COc1ccccc1NC(=O)C1=C(O)c2ccccc2N(Cc2ccc(Cl)cc2)S1(=O)=O	0
91	Cc1ccc(NC(=O)c2cc(C)n(C)n2)c(C(=O)c2ccccc2)c1	-9&2
92	O=C(NN=Cc1cn(-c2ccccc2)nc1-c1cccnc1)c1ccccc1	-8
93	CCCC(=O)Nc1ccc(S(=O)(=O)NCCOc2cccc(C(F)(F)F)c2)cc1	-8
94	O=C(O)/C=C1/SC(=O)N(c2ccc(F)cc2)C1=O	-13
95	O=C(NCc1cccnc1)C1CCCN(c2ccc(-c3ccc(F)cc3)nn2)C1 (stereo unspecified)	-10
96	COc1nn(C)cc1C(=O)Nc1cc(C)on1	-1&5
97	Cc1ccc(C)c(NC(=O)Cn2c(=O)n(-c3ccc(CC(=O)NC4CC4)cc3)c(=O)c3ccccc32)c1	5
98	COC(=O)c1sc(-c2ccccc2)cc1NC(=O)C(c1ccccc1)c1ccccc1	-21
99	Cn1nnn(-c2ccc(NS(=O)(=O)c3ccc4c(c3)CCCC4)cc2)c1=O	9
100	COCC(=O)NC[C@H](OC)c1ccccc1C	-4

Reformatted with each value named: part of the list above
#95 O=C(NCc1cccnc1)C1CCCN(c2ccc(-c3ccc(F)cc3)nn2)C1 (stereo unspecified)
  PriA SSB inh = -10

#42 COc1ccc2sc(N(CCCN3CCOCC3)C(=O)c3cc(C)oc3C)nc2c1
  PriA SSB inh = 10

#36 Cc1cccc(NC(=O)C2CN(S(=O)(=O)C3CC3)C2)n1
  PriA SSB inh = -26

#75 CSCCC(NC(=O)c1ccccc1)C(=O)NN=C(C)Cc1ccccc1 (stereo unspecified)
  PriA SSB inh = 3

Some values from above.
Cn1nnn(-c2ccc(NS(=O)(=O)c3ccc4c(c3)CCCC4)cc2)c1=O | PriA SSB inh = 9
COc1ccccc1NC(=O)C1=C(O)c2ccccc2N(Cc2ccc(Cl)cc2)S1(=O)=O | PriA SSB inh = 0

(more compounds)
entry	SMILES	PriA SSB inh
101	Cc1ccc(Cn2cccc2C=NNC(=S)Nc2ccc(C)cc2)cc1	9
102	CCc1cccc(Nc2nc(C)cc(=O)n2CC(=O)NCc2cccc(OC)c2OC)c1	3
103	Cc1ccc(-c2nn(-c3ccccc3)cc2C=NNC(=O)c2ccncc2)o1	0
104	O=C(c1ccc2ccccc2c1)N1CCC(c2nc3ccccc3[nH]2)CC1	-13
105	Cc1cccnc1NC(=O)Cn1cnc(-c2ccccc2)cc1=O	-8
106	CS(=O)(=O)N1CCCC1C(=O)Nc1nc2c(Cl)ccc(Cl)c2s1 (stereo unspecified)	-32&-2
107	O=C1CCSCC(C(=O)O)N1 (stereo unspecified)	-2
108	O=C(NCc1cncc(-c2cccs2)c1)C1(c2ccc(F)cc2)CC1	-17
109	O=C(NCc1cccs1)c1ccc2c(=O)n(-c3ccccc3)c(=O)[nH]c2c1	-2
110	Cc1cccc(C(=O)NCC#CCN2CCCC2)c1	6
111	Cn1nc(CNC(=O)Nc2ccccc2C(F)(F)F)cc1-c1ccco1	-7
112	CN(C)c1ccc(OC2CCN(C(=O)c3c[nH]c(=O)c(Cl)c3)C2)nn1 (stereo unspecified)	-10
113	O=C(NCC(c1cccs1)N1CCc2ccccc21)c1ccccc1[N+](=O)[O-] (stereo unspecified)	46*
114	O=C(O)c1ccc(/C=N/Nc2ccc(S(=O)(=O)N3CCOCC3)cc2[N+](=O)[O-])cc1	i
115	O=C(O)c1cncc(Cl)c1	-1&8
116	O=C(c1ccc2c(=O)nc3c(-c4ccccc4)n[nH]n3c2c1)N1CCN(c2ccccn2)CC1	-10
117	Cn1c(O)c(C=Nc2ccccn2)c(=O)n(C)c1=O	4
118	CCOCCn1c(=NC(=O)c2ccnn2CC)sc2c(C)cc(C)cc21	-8
119	CCOC(=O)c1c(N=Cc2cc(C)ccc2O)sc2c1CCC2	-2
120	Cc1nc(-c2cccs2)sc1C(=O)N1CCN(c2cc(-n3cncn3)ncn2)CC1	2
121	O=C(Nc1nccn(-c2ccc(Br)cc2)c1=O)c1ccncc1	4
122	O=C(CSc1nnc2n1CCN2c1ccc(F)cc1)NC1CCCC1	0
123	COC(=O)c1ccc(NC(=O)CSc2ncnc3c2nnn3-c2ccc(C)cc2)cc1	-20
124	O=C(Cn1c(-c2cccnc2)nc2ccccc21)NCC1CCCO1 (stereo unspecified)	-19
125	CS(=O)(=O)N1CCCC(C(=O)Nc2nc3c(s2)CCCC3)C1 (stereo unspecified)	-4
126	CCOC(=O)N1CCN(Cc2nc3c(c(=O)n(C)c(=O)n3C)n2C(C)C(C)=O)CC1 (stereo unspecified)	3&9
127	CC(C)c1nnc(C2CCN(CC(=O)Nc3ccc(Br)cc3)CC2)o1	-7
128	Cc1cc2ncc3c(n2n1)CCN(C(=O)NC1CCCC1)C3	-11

Source: PubChem BioAssay (Small Molecule Screening Facility, UW Madison)
